Source: PubChem BioAssay (several laboratories)
HSF1 inh – HSF1 inhibitors in luciferase reporter cells, primary screen, cell-based, NIH3T3, luminescence; NIH3T3-HGL HSE-luciferase, MG132-induced, luminescence 8 h; hits give low values; activity change, negative = inhibition, % at 7.5 µM (by protocol); hit rate 0.77% among 300,000; AID 2098, 2009;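 active = more than half of replicate wells show activity change below -50%, luminescence cut by over half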;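 note: luciferase reports HSF-1 transcriptional activity via heat shock element; 0% = median of DMSO wells and -100% = zero luminescence signal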
PolyA inhibitor – polyadenylation inhibitors in yeast reporter cells, primary screen, luminescence, S. cerevisiae. S. cerevisiae SKY197-pL101 polyadenylation reporter, beta-gal luminescence; efflux-impaired pdr1/pdr3 knockout yeast; score 100 = 6 SD above DMSO. hit rate 0.02% among 300,000. AID 1875, 2009. calls only at 12 µM;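 active = lowest replicate activity score at least 50, where 100 means six control SD above control mean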;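 note: yeast exposed to compound for 9 h at 30 °C; higher score means more reporter readthrough which indicates perturbed polyadenylation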
HDAC3 inh – HDAC3 deacetylase inhibitors, primary screen, biochemical, fluorescence, cell-free homogeneous. Histone deacetylase 3 (Homo sapiens), O15379. recombinant HDAC3, fluorogenic peptide/trypsin coupled. inhibition, % at 8.3 µM. hit rate 0.15% among 320,000. AID 2718, 2010; in the data active = inhibition above about 26%, passing the limit was not always enough
Target sequence (O15379 whole entry, looked up): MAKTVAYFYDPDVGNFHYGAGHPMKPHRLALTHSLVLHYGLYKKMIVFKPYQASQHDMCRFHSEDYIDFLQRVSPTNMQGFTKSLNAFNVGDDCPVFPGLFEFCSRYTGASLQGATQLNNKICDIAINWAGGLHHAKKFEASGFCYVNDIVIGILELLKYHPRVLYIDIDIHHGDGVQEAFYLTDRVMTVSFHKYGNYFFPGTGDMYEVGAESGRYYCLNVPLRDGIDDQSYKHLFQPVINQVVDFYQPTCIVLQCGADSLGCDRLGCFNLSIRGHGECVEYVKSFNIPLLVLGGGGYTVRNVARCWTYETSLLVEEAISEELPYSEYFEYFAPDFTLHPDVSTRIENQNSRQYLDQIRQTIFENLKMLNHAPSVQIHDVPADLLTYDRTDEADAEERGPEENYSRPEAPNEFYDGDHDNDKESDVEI
GSK3A inh – blockers of GSK3A enzyme activity – biochemical, luminescence, cell-free homogeneous, HTS, primary screen | GSK-3 alpha kinase, ADP-Glo luminescence, 60 min | inhibition, % at 10 µM | hit rate 0.1% among 320,000;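 in the data active = inhibition above about 50%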;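 note: GST-tagged GSK-3 alpha with peptide substrate and 25 µM ATP; 0% = DMSO neutral wells and 100% = GW8510 positive control wells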
Target sequence (P49840 whole entry, looked up): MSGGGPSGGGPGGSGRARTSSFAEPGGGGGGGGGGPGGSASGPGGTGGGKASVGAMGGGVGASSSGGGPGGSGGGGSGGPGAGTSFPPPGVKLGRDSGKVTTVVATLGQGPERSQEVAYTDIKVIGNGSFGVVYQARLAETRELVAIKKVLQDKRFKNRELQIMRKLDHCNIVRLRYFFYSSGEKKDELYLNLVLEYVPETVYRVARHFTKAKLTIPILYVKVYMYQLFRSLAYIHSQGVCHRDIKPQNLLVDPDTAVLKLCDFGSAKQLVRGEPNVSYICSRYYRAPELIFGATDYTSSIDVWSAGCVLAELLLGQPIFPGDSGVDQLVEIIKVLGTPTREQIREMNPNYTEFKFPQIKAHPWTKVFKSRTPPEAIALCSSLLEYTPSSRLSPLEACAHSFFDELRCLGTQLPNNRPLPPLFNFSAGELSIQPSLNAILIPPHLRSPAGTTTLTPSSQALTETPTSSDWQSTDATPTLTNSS
DYRK1A inh – rat Dyrk1A kinase inhibitors, primary screen, biochemical, single point, plate reader; Dual specificity tyrosine-phosphorylation-regulated kinase 1A (Rattus norvegicus), Q63470; ADP-Glo luminescence, NFATc1 peptide; inhibition, % at 12.5 µM; hit rate 0.43% among 310,000; AID 504441, 2011; in the data active = inhibition above about 50%;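 note: plate controls were vehicle with enzyme for no effect and no enzyme for full effect; many of its hits are not listed in these tables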
AI-2 QS modul – Vibrio harveyi AI-2 quorum sensing modulators, primary screen, JMH597 strain, luminescence/OD600 ratio. activity change, % at 7.5 µM. Vibrio harveyi JMH597 AI-2 luminescence/OD600 ratio, 9 h; hits give low values; strain lacks LuxN and CqsS sensors; 0 = neutral-control median. hit rate 0.4% among 300,000; in the data active = activity change below about -75%, passing the limit was not always enough;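 note: luminescence divided by OD600 gain over 9 h not by final OD600 alone; inactives centre near 13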
GSK3B inh – human GSK3beta kinase inhibitors, primary screen, biochemical, cell-free homogeneous, HTS | Glycogen synthase kinase-3 beta (Homo sapiens), P49841 | activity score (negative = inhibition), % at 10 µM | GST-GSK3beta kinase, ADP-Glo luminescence, 60 min; hits give low values | hit rate 0.038% among 300,000;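 active = more than half of replicate wells score below -50%, meaning over 50% inhibition versus plate controls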;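 note: 0% = median DMSO wells and -100% = median GW8510 positive control wells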
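Assay system: GST-tagged human GSK3beta kinase, cell-free; Input: 1.6 ng GSK3beta; Medium: Tris/MgCl2 kinase buffer; Timing: 60 min enzyme reaction, room temperature; Signal: ADP-Glo luminescence quantifying ADP generated by kinase; Evaluation: score relative to plate controls; Benchmarks: DMSO neutral wells and GW8510 at 20 µM as positive.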
Platelet DG rel – inhibitors of platelet dense granule secretion, primary screen, cell-based, MLPCN, human platelets. hit rate 0.22% among 300,000. AID 1663, 2009. human platelet-rich plasma, SFLLRN dense granule ATP release, luminescence. inhibition, %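 (compounds screened at 7.5 µM in platelet-rich plasma)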;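 active = mean replicate score, as percent of positive control, at or above 50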
HSP90 inh – HSP90 inhibitors, primary screen, cell lysate, luminescence; Rabbit reticulocyte lysate, luciferase refolding luminescence, 3 h; inhibition, % at 5.6 µM; hit rate 0.91% among 290,000;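 active = inhibition above the screen-wide mean plus 3 SD, computed separately per campaign, cut at about 16% in these data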;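 note: 0% = DMSO wells and 100% = 60 µM geldanamycin wells; inhibitors lower the luminescence because luciferase stays unfolded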
HSF1 activator – HSF-1 activators, primary screen, NIH3T3-HGL cells, MG132 stress, luminescence, single point. NIH3T3-HGL HSF-1 luciferase reporter, 8 h; 100% = twice DMSO control signal. activation, % at 9 µM. hit rate 1.7% among 300,000;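 active = mean replicate activation of at least 50% with a set share of replicates each reaching 50%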;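 note: 0% = median of the neutral control wells and 100% = twice that signal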
* = called active by the depositor; i = inactive; / = no result given. The list is partial; the hit share may differ from the screen's.

1. COC(=O)CCC(=O)NC(=S)Nc1ccc(S(=O)(=O)Nc2cc(OC)nc(OC)n2)cc1
2. CCC(C)NC(=O)C1CCC(CNS(=O)(=O)c2cccc3nsnc23)CC1 (centres undefined)
3. N#CCCn1cc(C(=O)N2CCCCC2)c(-c2ccc([N+](=O)[O-])cc2)n1
4. Cc1cc(Cl)ccc1OCC(=O)N1CC(C)CC(C)C1 (centres undefined)
5. CCOC(=O)Nc1ccc(S(=O)(=O)NC2CCCCC2)cc1
6. Cc1ccc(C2C3=C(CC(C)(C)CC3=O)Nc3n[nH]c(C)c32)cc1 (centres undefined)
7. Fc1ccc(-c2[nH]ncc2-c2nnnn2-c2ccccc2)c(F)c1
8. Fc1cccc(-c2cc3nc4c(c(NCc5ccco5)n3n2)CCCC4)c1
9. Cc1cnc(C(=O)OCC(=O)N2CCc3ccccc32)cn1
10. c1cncc(CSc2nnc3ccc(-c4ccco4)nn23)c1

Compound | 1 | 2 | 3 | 4 | 5 | 6 | 7 | 8 | 9 | 10
HSF1 inh | 19 | 2 | -7 | -7 | -6 | -9 | 3 | 22 | 1 | 1
PolyA inhibitor | i | i | i | i | i | i | / | i | i | i
HDAC3 inh | 2 | 3 | 9 | 6 | 6 | -9 | -1 | -1 | -2 | -2
GSK3A inh | 2 | 2 | -1 | 1 | 1 | 77* | 0 | -5 | 1 | 15
DYRK1A inh | -6 | -4 | -13 | -1 | -1 | 8 | 7 | -6 | -2 | -3
AI-2 QS modul | 13 | 21 | 3 | 5 | -4 | 17 | -1 | 39 | -5 | 16
GSK3B inh | 1 | 1 | -5 | -1 | 1 | -60* | 1 | 0 | 1 | -7
Platelet DG rel | -8 | 1 | 8 | 6 | -1 | -1 | 2 | 15 | 1 | -1
HSP90 inh | 5 | -1 | 2 | -3 | -4 | 3 | 0 | -2 | 7 | -3
HSF1 activator | 7 | 9 | -16 | 5 | -2 | -14 | -2 | 49 | 15 | 11

11. Cc1ccc(Cn2ccc(NC(=O)c3cc(-c4ccc(Cl)cc4)on3)n2)cc1
12. O=C(NCCSCc1ccc(Cl)cc1)c1cccs1
13. Cc1ccc(C(=O)Oc2csc(=S)n2C(=O)c2ccc(C)cc2)cc1
14. CCOc1ccc(C(=O)NCCN2CCCC2)cc1
15. C=CCNC(=O)c1cc(Cl)ccn1
16. C=CCOc1nc2sc(C)c(C)c2c(=O)n1-c1ccccc1
17. Clc1ccc(-c2csc(N/N=C/c3ccc4c(c3)OCO4)n2)cc1
18. O=C(NC(CSSCC(NC(=O)c1ccccc1)C(=O)O)C(=O)O)c1ccccc1 (centres undefined)
19. CCS(=O)(=O)N1CCc2nc(-c3ccccc3)sc2C1
20. CCC(=O)NC(=S)N1CCN(c2ccc([N+](=O)[O-])cc2Cl)CC1

Compound | 11 | 12 | 13 | 14 | 15 | 16 | 17 | 18 | 19 | 20
HSF1 inh | -4 | 15 | 0 | -7 | -8 | -2 | 4 | -4 | 31 | -9
PolyA inhibitor | i | i | i | i | i | i | i | i | i | i
HDAC3 inh | 1 | 2 | 8 | -12 | -2 | 1 | 12 | 0 | 0 | 2
GSK3A inh | -1 | 0 | -2 | 2 | -1 | 5 | -1 | -2 | 7 | /
DYRK1A inh | / | 2 | -2 | -3 | -2 | / | -3 | -1 | 4 | 4
AI-2 QS modul | 35 | -11 | 24 | 32 | 2 | 6 | 9 | 8 | 18 | 15
GSK3B inh | 0 | 2 | -1 | -3 | 0 | -1 | 0 | 4 | 1 | 0
Platelet DG rel | -2 | 6 | 1 | -9 | -5 | -2 | -2 | 6 | 6 | -5
HSP90 inh | -5 | 2 | 3 | 1 | -1 | 2 | 2 | -3 | 11 | -3
HSF1 activator | -7 | 13 | 6 | 16 | 3 | 3 | 4 | 3 | 63* | 3

21. CN(C)S(=O)(=O)c1ccc(C(=O)OC2CCOC2=O)cc1 (centres undefined)
22. CCOC(=O)c1cnc(-n2nc(C)cc2C)nc1NC1CCCCC1
23. Cn1c(SCC#N)nnc1-c1ccc2c(c1)OCO2
24. Cn1cc([N+](=O)[O-])c(C(=O)Nc2sc3c(c2C#N)CCC3)n1
25. O=C(CN1CCN(Cc2cccc(Cl)c2)C1=O)NCc1ccccn1
26. CC(=O)c1c(C)[nH]c(C(=O)COC(=O)CCCOc2ccccc2)c1C
27. COc1ccc(Cn2nnnc2C(c2cccs2)N2CCCCCC2)cc1 (centres undefined)
28. Cc1cccc(C)c1OCC(O)CNS(=O)(=O)c1ccccc1C(=O)N1CCCCC1 (centres undefined)
29. O=C(COc1ccc([N+](=O)[O-])cc1)N(Cc1cccs1)C1CCS(=O)(=O)C1 (centres undefined)
30. Cc1[nH]c2ccccc2c1C(=O)COc1ccccc1

Compound | 21 | 22 | 23 | 24 | 25 | 26 | 27 | 28 | 29 | 30
HSF1 inh | -6 | -1 | 2 | 170 | 1 | -7 | 4 | 1 | 9 | 14
PolyA inhibitor | i | i | i | i | i | i | i | i | i | i
HDAC3 inh | 3 | 5 | 3 | 2 | -6 | -7 | -3 | 3 | 1 | 2
GSK3A inh | 3 | -2 | 0 | -1 | -2 | 0 | 1 | -4 | / | 0
DYRK1A inh | -7 | 3 | 3 | -2 | -1 | 5 | 5 | 1 | -4 | -1
AI-2 QS modul | 3 | 4 | 13 | 20 | 37 | 20 | 19 | 29 | 22 | 20
GSK3B inh | 0 | 1 | 2 | 2 | -1 | 3 | 1 | -1 | 0 | 4
Platelet DG rel | -10 | 0 | -2 | 2 | -3 | 22 | 4 | 5 | 2 | 3
HSP90 inh | -4 | 2 | 5 | 3 | 3 | 4 | 3 | -2 | 0 | 2
HSF1 activator | 8 | -7 | 11 | 190* | 8 | 0 | 20 | -13 | 29 | 33

31. COC(=O)[C@H](CC(C)C)NC(=O)N1CCCCC1
32. CC(=O)Nc1ccc(NC(=O)C/C(C)=N/NC(=O)c2cccc3ccccc23)cc1
33. O=C(CCCn1c(=O)c2sccc2n(Cc2cc(=O)n3ccccc3n2)c1=O)NCc1ccco1
34. CCOC(=O)C1(CCc2ccccc2)CCN(C(=O)Cc2nonc2C)CC1
35. O=C(NCc1cccs1)C1CCN(C(=O)NCc2ccccc2)CC1
36. COc1ccc(-c2c(C)n([O-])c3c([n+]2=O)CCCCC3)cc1OC
37. CCN(c1cc(C)cc(C)c1)S(=O)(=O)c1nnc(NC(=O)C(C)C)s1
38. CC(NC1CCCCC1)C(=O)NN=C(c1ccccc1)c1ccccc1 (centres undefined)
39. COC(=O)CSc1nnc(CNC(=O)c2ccccc2F)n1-c1ccc(F)cc1
40. COc1cc(CNc2ncn[nH]2)cc(Br)c1OC

Compound | 31 | 32 | 33 | 34 | 35 | 36 | 37 | 38 | 39 | 40
HSF1 inh | -3 | -2 | -16 | 12 | -11 | -3 | -5 | 12 | -5 | -5
PolyA inhibitor | i | i | i | i | i | i | i | i | i | i
HDAC3 inh | 0 | 2 | -2 | -2 | 3 | 3 | 2 | 0 | -8 | -3
GSK3A inh | 2 | 0 | -4 | -1 | 0 | -2 | -3 | 0 | -1 | 1
DYRK1A inh | 8 | 2 | -4 | 2 | 1 | -2 | 4 | 2 | / | 10
AI-2 QS modul | -3 | 14 | 14 | 2 | 8 | 7 | 10 | 13 | 16 | 9
GSK3B inh | 0 | 0 | 1 | 2 | -1 | 2 | -2 | 2 | 3 | -2
Platelet DG rel | 0 | -11 | -9 | -2 | 0 | -12 | -2 | 20 | 0 | 6
HSP90 inh | 2 | -1 | -4 | 7 | -1 | 0 | -2 | -1 | -8 | -6
HSF1 activator | 13 | 9 | -34 | 20 | -17 | -12 | 7 | 22 | -9 | 2

A second format for some results above.
item	smiles	HSF1 inh	PolyA inhibitor	HDAC3 inh	GSK3A inh	DYRK1A inh	AI-2 QS modul	GSK3B inh	Platelet DG rel	HSP90 inh	HSF1 activator
33	O=C(CCCn1c(=O)c2sccc2n(Cc2cc(=O)n3ccccc3n2)c1=O)NCc1ccco1	-16	i	-2	-4	-4	14	1	-9	-4	-34
34	CCOC(=O)C1(CCc2ccccc2)CCN(C(=O)Cc2nonc2C)CC1	12	i	-2	-1	2	2	2	-2	7	20
35	O=C(NCc1cccs1)C1CCN(C(=O)NCc2ccccc2)CC1	-11	i	3	0	1	8	-1	0	-1	-17
36	COc1ccc(-c2c(C)n([O-])c3c([n+]2=O)CCCCC3)cc1OC	-3	i	3	-2	-2	7	2	-12	0	-12
37	CCN(c1cc(C)cc(C)c1)S(=O)(=O)c1nnc(NC(=O)C(C)C)s1	-5	i	2	-3	4	10	-2	-2	-2	7
38	CC(NC1CCCCC1)C(=O)NN=C(c1ccccc1)c1ccccc1 (centres undefined)	12	i	0	0	2	13	2	20	-1	22
39	COC(=O)CSc1nnc(CNC(=O)c2ccccc2F)n1-c1ccc(F)cc1	-5	i	-8	-1	/	16	3	0	-8	-9
40	COc1cc(CNc2ncn[nH]2)cc(Br)c1OC	-5	i	-3	1	10	9	-2	6	-6	2

Later entries.
41. CCSc1nnc(NC(=O)Cc2cc(OC)c(OC)c(OC)c2)s1
42. COc1ccc(C=C2C(=O)c3ccccc3C2=O)cc1O
43. COc1ccc(CCNC(=O)C2CCN(C(=O)N(C)C)CC2)cc1OC
44. CC(/C=C1\N=C(SCc2ccccc2Cl)SC1=O)=C\c1ccccc1
45. COc1ccc(OCC(=O)N/N=C(\CCC(=O)O)c2cccs2)cc1
46. CCn1c(SCc2nc3ccccc3c(=O)[nH]2)nnc1-c1ccncc1
47. Cn1nnc(NC(=O)c2ccccc2)n1
48. Cn1c(=O)n(C)c2cc(S(=O)(=O)N3CCCCC3)ccc21
49. CCOC(=O)C(C)n1cnc2scc(-c3ccc(C)cc3)c2c1=O (centres undefined)
50. CCCn1c(=O)c2c(C(F)(F)F)cc(-c3cccs3)nc2n(CCC)c1=O

Compound | 41 | 42 | 43 | 44 | 45 | 46 | 47 | 48 | 49 | 50
HSF1 inh | 4 | 1 | -7 | -7 | -17 | 0 | 3 | 6 | 9 | -3
PolyA inhibitor | i | i | i | i | i | i | i | i | i | i
HDAC3 inh | -3 | 1 | -3 | 0 | 6 | -2 | 2 | -8 | 1 | 2
GSK3A inh | -2 | 8 | -8 | / | -5 | 9 | 0 | -2 | 3 | 0
DYRK1A inh | / | 84* | 7 | -14 | -1 | -4 | -20 | -4 | / | 6
AI-2 QS modul | 7 | 20 | -6 | 12 | 15 | 8 | -5 | 15 | 8 | 25
GSK3B inh | -5 | -2 | 2 | 0 | 1 | 2 | -1 | 3 | -1 | 0
Platelet DG rel | -2 | 30 | -6 | 4 | -4 | 8 | -3 | 9 | -4 | -3
HSP90 inh | 1 | 6 | 0 | 1 | 1 | 1 | -2 | -4 | -2 | -2
HSF1 activator | 13 | 0 | -7 | 9 | -31 | 19 | 11 | -13 | 19 | 0
